Assay outcomes from PubChem BioAssay.
TTR transcr act: increases transthyretin transcription; SH-SY5Y TTR promoter Gaussia luciferase, luminescence; 100% = recombinant luciferase protein wells; activation, % at 16.7 µM; actives 1.3% (n = 92,000);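 active = activation above the mean of all tested compounds plus 3 SD, cut at about 9.5% in these data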;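 also: cells exposed to compounds for one day before reading; 0% = median of all test compound wells on the plate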
Starred values were filed as active, the others as inactive.

Molecule | TTR transcr act
c1ccc(CN2CCC(N3CCN(Cc4ccc5c(c4)OCO5)CC3)CC2)cc1 | 0.2
CC1=C(C(=O)N(C(C)C)C(C)C)CC(CC(=O)NCc2cccs2)C(=O)N1CCC1=CCCCC1 (stereo unspecified) | -1.2
CCc1ccc(C(=O)Cn2ncc(Cl)c(Cl)c2=O)cc1 | -10
Cc1cc(Cl)ccc1NC(=O)Cn1cncn1 | 1.6
CCN(CC)C(=O)[C@H]1CC(CC(=O)NC/C=C(\C)CCC=C(C)C)C(=O)N2CCc3c([nH]c4ccc(OC)cc34)[C@]12C (stereo partly specified) | -1.6
COc1ccc(/C(N)=N/OC(=O)Cc2ccc(C)cc2)cc1 | -2.8
O=C(CCSCCC(=O)NCC1CCCO1)NCC1CCCO1 (stereo unspecified) | -0.9
O=C(Nc1cccnc1)C1CCCN(c2ncnc3c2nc2n3CCCCC2)C1 (stereo unspecified) | 6.3
OCCC1CN(Cc2cnc(-c3ccccc3)s2)CCN1CCc1ccccc1 (stereo unspecified) | 0.3
CCOc1ccc(N=C2SCC(=O)N2CC)cc1 | 18*
CCOC(=O)C1CCN(c2c(Nc3ccc4c(c3)OCCO4)c(=O)c2=O)CC1 | -1.2
O=C(Nc1ccccc1Cl)c1ccc(-c2ccccn2)s1 | 4.1
C[C@H](CO)N1C[C@H](C)[C@@H](CN(C)S(=O)(=O)c2ccccc2)Oc2ccc(NS(=O)(=O)c3cccs3)cc2C1=O | 2.0
Cc1ccc(C)c(CSc2nnc(-c3cccs3)n2Cc2ccco2)c1 | -2.3
O=C(COc1ncnc2c(Cl)cc(Cl)cc12)N1CCN(S(=O)(=O)c2ccccc2)CC1 | 6.5
Cc1ccc(-c2csc(N3CCN(CCCn4c(C(F)(F)F)nc5ccccc54)CC3)n2)cc1 | -2.3
CCN(CC)C(=O)C1=C(C)N(Cc2ccc(C(C)(C)C)cc2)C(=O)C(CC(=O)NCCN2CCOCC2)C1 (stereo unspecified) | -0.3
COc1ccc(C=O)cc1OS(=O)(=O)c1ccccc1[N+](=O)[O-] | 1.7
Cc1cccc(NC(=O)c2ccccc2NC(=O)C2CCCCC2)c1C | 2.6
C=CCC[C@@H](Cc1ccc(F)cc1)C(=O)OC[C@H](Cc1c[nH]c2ccccc12)NC(=O)[C@@H](CC=C)CC(=O)N[C@@H](CO)Cc1ccccc1 | -5.4
C[C@H]1CN([C@@H](C)CO)S(=O)(=O)c2ccc(Br)cc2O[C@H]1CN(C)Cc1ccccc1 | 1.2
CCC1(C2=CCCCC2)C(=O)NC(=O)N=C1N (stereo unspecified) | 0.2
O=C(COc1cccc(Cl)c1)Nc1ccc(N2CCOCC2)cc1 | 3.6
Cc1ccc(-n2nnnc2Sc2nc([N+](=O)[O-])nn2C)cc1 | -1.0
Cn1c(=O)c2c(nc(Oc3cccc(Br)c3)n2C)n(C)c1=O | -0.6
CC(C)N1CCC(C)(C(=O)Nc2cccc3c2CCCC3)C1 (stereo unspecified) | 7.1
CC(=O)NC(CC(=O)OCC(=O)Nc1ccc2c(c1)OCO2)c1ccccc1 (stereo unspecified) | 3.0
Cc1cccc(C(=O)NCCNC(=O)c2cccnc2)c1 | 1.6
CCOC(=O)c1cc2cc(F)ccc2nc1C | 23*
CCOC(=O)C1=C(CC)Nc2ccccc2N=C1NC(=O)c1oc2ccccc2c1C | -1.8
Cc1c(/C(O)=C2\C(=O)C(=O)N(CCCN(C)C)C2c2cccs2)cnn1-c1ccccc1 (stereo unspecified) | 8.8
O=C1NC2(CCc3ccccc32)C(=O)N1CCOc1ccc(Cl)cc1 (stereo unspecified) | -1.4
CC(=O)c1cccc(NC(=O)COC(=O)c2n[nH]c3ccccc23)c1 | 3.2
Cc1ccc(NC(=O)COC(=O)CNC(=O)C2CCCCC2)c(Br)c1 | -1.1
O=S(=O)(CCSc1nc2ccccc2o1)Cc1ccccc1 | 3.4
Cc1cccc(Nc2nnc(SCC(=O)Nc3cccnc3Cl)s2)c1 | -1.8
c1ccc(Cn2ccc3ccc(-c4ccc5ccn(Cc6cccc(-c7ccsc7)c6)c5c4)cc32)cc1 | 0.1
CCc1ccc(C(=O)NC(CCSC)C(=O)OC)cc1 (stereo unspecified) | 0.0
Cc1ccc(C(=O)OCC(=O)NCc2ccc(F)cc2)o1 | 5.3
Cc1nnc(SCc2nnc(-c3cccs3)o2)n1C | 5.4
Cn1c(C(O)c2ccc(Br)cc2)nc(Cl)c1Cl (stereo unspecified) | -2.2
Cc1ccc(C2=NN(C(=O)CCl)C(c3cccs3)C2)o1 (stereo unspecified) | -1.5
Cc1cccc(C(=O)Oc2ccccc2C2C[C@]3(C)CC(=O)NC3N2C(=O)c2cccc(C)c2)c1 (stereo partly specified) | -0.6
Cn1c(=O)oc2cc(S(=O)(=O)NC(Cc3ccccc3)C(=O)N3CCCCC3)ccc21 (stereo unspecified) | 1.0
N=c1n(CCN2CCCCC2)c2ccccc2n1CC(=O)c1cccc([N+](=O)[O-])c1 | 0.8
CCOc1ccccc1OCC(=O)Nc1ccc(S(=O)(=O)Nc2nc(C)cc(C)n2)cc1 | 0.5
CCC1OC(C)Cc2[nH][nH]c(=O)c21 (stereo unspecified) | 4.3
CCOC(=O)N1CCN(CC(=O)n2c(C)c(C)c3ccccc32)CC1 | 2.1
O=C(OCc1cn(Cc2ccc(F)cc2)nn1)N1CCCC1 | -0.3
COc1ccc(OC)c(-c2cc(C(=O)N3CCc4ccccc4C3)no2)c1 | 1.4

Next compounds.
Molecule | TTR transcr act
Cc1cccc(C(=O)NNC(=O)c2ccc3ccccc3c2)c1 | 0.1
CN(C)CCNc1oc(COc2ccc(Cl)cc2)nc1C#N | -2.9
O=C1CC(c2cccc(Br)c2)C2=C(CCCC2=O)N1 (stereo unspecified) | -3.9
Cc1cccc(N2CCN(CC(=O)NCc3ccc(Cl)cc3)CC2)c1C | -3.2
NNC(=O)CCN1CCN(C(c2ccccc2)c2ccccc2)CC1 | -2.5
N/C(=N\OC(=O)c1ccc(F)cc1)c1nonc1N | 0.3
C=C1C(=O)[C@]23C[C@H]1CCC2[C@@]1(C)C(C[C@@H]3O)[C@](C)(C(=O)OC)CC[C@@H]1OC(C)=O (stereo partly specified) | -6.4
Cc1ccccc1OCc1nnc(SCC(=O)N2CCc3ccccc32)n1C | -0.5
O=C(CCNS(=O)(=O)c1ccc(Br)cc1)Nc1cccc(F)c1 | 0.4
CC(=O)Nc1ccc(C(=O)OCC(=O)Nc2ccccc2F)cc1 | -0.1

5 compounds picked at random from those above:
Molecule | TTR transcr act
CN(C)CCNc1oc(COc2ccc(Cl)cc2)nc1C#N | -2.9
Cc1cccc(N2CCN(CC(=O)NCc3ccc(Cl)cc3)CC2)c1C | -3.2
O=C1CC(c2cccc(Br)c2)C2=C(CCCC2=O)N1 (stereo unspecified) | -3.9
CC(=O)Nc1ccc(C(=O)OCC(=O)Nc2ccccc2F)cc1 | -0.1
N/C(=N\OC(=O)c1ccc(F)cc1)c1nonc1N | 0.3

Shown as a hit in TTR transcr act, among the entries above:
Molecule | TTR transcr act
CCOc1ccc(N=C2SCC(=O)N2CC)cc1 | 18*
CCOC(=O)c1cc2cc(F)ccc2nc1C | 23*

Back to the main list, repeating the 2 entries before the break.
SMILES | TTR transcr act
O=C(CCNS(=O)(=O)c1ccc(Br)cc1)Nc1cccc(F)c1 | 0.4
CC(=O)Nc1ccc(C(=O)OCC(=O)Nc2ccccc2F)cc1 | -0.1
O=C(Nc1ccccc1C(F)(F)F)N1CCN(c2ccccn2)CC1 | -1.0
CN(C)CCCN=C(NO)c1ccc(Cl)cc1Cl | 1.2
CSc1ccccc1NC(=O)c1cc(C)on1 | 0.5
CCOC(=O)/C(=C\c1ccccc1)C(=O)CCN1CCOCC1 | -1.8
CCOc1cc(C2C(C(=O)c3ccco3)=C(O)C(=O)N2CC2CCCO2)ccc1O (stereo unspecified) | 0.9
O=C(Nc1ncc2c(n1)CC(c1cccc(Cl)c1)CC2=O)c1ccco1 (stereo unspecified) | 4.3
COc1ccc(C(=O)NCCS(=O)(=O)NCc2cccs2)cc1 | -0.7
C/C(=N/N=C1\SCC(=O)N1c1ccccc1)c1ccc(C)cc1 | 0.2
Cc1c(C)n(CCN(C)C)c2ccc(C(=O)OCCN(C)C)cc12 | -2.0
C=CCC[C@@H](Cc1ccc(F)cc1)C(=O)OC[C@@H](NC(=O)[C@@H](CC=C)CC(=O)N[C@H](CO)Cc1ccccc1)C(C)(C)C | -2.3
O=C(Nc1ccccc1N1CCN(C(=O)c2ccc(Cl)cc2)CC1)c1cc2ccccc2o1 | -1.6
CC(C)c1ccc(C2C3=C(CC(C)(C)CC3=O)NC3=C2C(=O)c2ccccc23)cc1 (stereo unspecified) | -7.4
N#CC1=C(N)N(c2ccccc2)C(=O)C1 | 3.6
C=CCn1c(O)c(C2=c3ccccc3=NC2=O)sc1=Nc1ccc(O)cc1 | 0.0
CCN(c1ccccc1)S(=O)(=O)c1cc(NC(=O)C2CC2)ccc1Cl | -2.4
COc1cc2nc(N(CCCN(C)C)C(=O)c3ccc(S(=O)(=O)N4CCc5ccccc5C4)cc3)sc2cc1OC | 1.2
COc1ccc(C(=O)C2CCCN(C(=O)c3cccc(N(C)C)c3)C2)cc1OC (stereo unspecified) | 12*
CC(C)(C)NC(=O)NCc1ccco1 | 0.0
CC(C)(C)Nc1nc(OCC#N)nc(N2CCCCC2)n1 | 0.1
O=C(/C=C/c1ccccc1Cl)N(Cc1cccs1)C1CCS(=O)(=O)C1 (stereo unspecified) | 0.4
CCCNC(=O)CC(NS(=O)(=O)c1ccc(OC)cc1)c1ccco1 (stereo unspecified) | 1.5
CSc1ccccc1C(=O)OCC(=O)Nc1cccnc1Cl | -0.8
O=C(NCCCc1ccccc1)OC1CC2CC1[C@H]1CCCCN1C2 (stereo partly specified) | 0.7
COc1ccc(S(=O)(=O)Nc2cccc3c2O[C@H](CN(C)C(=O)Nc2c(C)noc2C)[C@@H](C)CN([C@H](C)CO)C3=O)cc1 | 1.8
CCOC(=O)[C@]12CCCC=C1N(Cc1ccc(OC)cc1)C(=O)[C@@H]2CC(=O)N1CCN(C(=O)C2CC2)CC1 | 3.2
CC(C)(O)CC[C@@H](O)[C@](C)(O)C1CC[C@@]2(O)C3=CC(=O)[C@]4(O)C[C@@H](O)[C@@H](O)C[C@]4(C)C3CC[C@]12C (stereo partly specified) | 0.7
CC(=O)Nc1ccc(-n2cc(-c3ccccc3)[nH]c2=S)cc1 | 0.9
O=c1cc(CN(Cc2ccccc2)Cc2ccccc2)c2c(ccc3ccccc32)o1 | 7.2
CCOC(=O)c1c(NC(=O)/C=C/c2ccc3c(c2)OCO3)sc(C)c1CC | 6.2
COc1ccc(NS(=O)(=O)c2cccs2)cc1S(=O)(=O)N1CCOCC1 | -1.8
COC(CN(C)S(=O)(=O)c1cc2c3c(c1)CCN3C(=O)CC2)OC | 0.2
CC(C)c1ccccc1NC(=O)CCCC(=O)O | 1.5
COc1cc(C=NNc2ccccc2)ccc1OC(=O)c1ccccc1 | -2.1
CC(=O)Nc1ccc(-c2cn3c(n2)SCC3)cc1 | 2.1
CCOCCCN(C(=O)c1snc(C(N)=O)c1N)C(C(=O)NC1CCCC1)c1ccc(OC)cc1 (stereo unspecified) | 1.1
Cc1ccc(N2CCN(C(=S)c3ccc(-c4cccc([N+](=O)[O-])c4)o3)CC2)cc1 | 0.9
O=C(Nc1ccccc1NC(=O)c1ccccc1F)c1ccccc1F | 0.5
CCCCCc1c(-c2ccccc2F)ncn1CCc1ccccc1OC | -1.1
O=C(Nc1nnc([C@H]2C[C@H](O)[C@@H](CO)O2)s1)Nc1cccc2c1CCCC2 | -0.3
O=S1(=O)NC(=NCc2ccco2)c2ccccc21 | 3.0
C/C(=N\O)C(C)(C)Nc1cccc(Br)c1 | -1.3
COc1cc(/C=C(/C#N)c2ccc(C)cc2)ccc1Oc1ccc([N+](=O)[O-])cn1 | -0.8
O=C(Nc1ccc(-c2nc3ccccc3c(=O)o2)cc1)c1ccco1 | -4.1
COC(=O)[C@@]12C[C@@H](CC(=O)N3CCN(C(=O)c4ccco4)CC3)C(=O)N(Cc3cccc4ccccc34)C1=CCC(C)(C)C2 | -0.3
O=C(Cn1nnc2ccccc21)N/N=C/c1ccco1 | 1.9
COc1cnn(-c2ccc([N+](=O)[O-])cc2)c(=O)c1Cl | -2.0
COc1ccccc1NC(=O)c1cc[n+](C)cc1 | 0.8
CC(C)(C)c1ccc(Oc2ncccc2NC(=O)c2cccs2)cc1 | 3.3
COc1ccc(OC2CCN(C(=O)Nc3ccc(C)cc3)CC2)cc1 | -2.0
O=C(Oc1cc(=O)oc2ccccc12)c1ccccc1 | 14*
CC(C)Cn1c(N)c(C(=O)COC(=O)/C=C/c2cccs2)c(=O)n(C)c1=O | -2.9
CC(CNC(=O)c1cc(COc2ccc3ncccc3c2)on1)c1ccccc1 (stereo unspecified) | -4.4
CC1(C)CC(NC(=O)c2coc(=O)c(Br)c2)CC(C)(C)N1 | 3.6
CCOC(=O)C1CCN(S(=O)(=O)c2cc(C(=O)N3CCCCC3)ccc2OC)CC1 | 0.2
O=C(c1cc2ccccc2oc1=O)N1CCN(CCc2ccccc2)CC1 | -1.4
CC(C)(C)NC(=O)NCc1cccnc1 | -0.8
COc1ccc(NC(=O)CCC(=O)N/N=C/c2cn(C)nc2C)cc1 | 4.2
O=S(=O)(NCCc1csc(-c2cccnc2)n1)c1cccc(F)c1 | 2.4
Cc1ccc2[nH]c(=O)c(C(c3nnnn3C3CCCC3)N(Cc3cccnc3)Cc3ccco3)cc2c1 (stereo unspecified) | 3.0
CC(C)Oc1ccc(C(=O)Nc2ncn[nH]2)cc1 | 0.6

The list is partial; the hit share may differ from the screen's.
